bIAP activator – increases bovine intestinal alkaline phosphatase activity; purified bovine IAP, CDP-star luminescence, 30 min; active compounds read high; fold of DMSO-control signal, blank-subtracted; actives 0.17% (n = 200,000); activation factor at 20 µM; AID 1016;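 active = activation factor of 2 or more at 20 µM, a signal rise over negative controls twice the positive control's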
bIAP inhibitor – blocks bovine intestinal alkaline phosphatase activity; purified bovine IAP, CDP-star luminescence, 30 min; inhibition, % at 20 µM; 190,000 tested, under 10 active; AID 1019;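 active = over 50% inhibition of intestinal alkaline phosphatase at 20 µM in the single-dose screen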
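test system = bovine IAP enzyme | medium = DEA buffer 100 mM, pH 9.8, with MgCl2 1.0 mM, ZnCl2 0.02 mM | detection = luminescence | dosing = single compound dose of 20 µM, 2% DMSO final | incubation = 30 min reaction at room temperature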
TNAP act hi DEA – activators of human TNAP at high phosphate acceptor concentration. purified TNAP, CDP-star luminescence, 1 M DEA, 30 min; active compounds read high; 0 = EDTA background, 1 = DMSO-only activity. 200,000 tested, under 10 active. AID 1136. P05186. activation factor at 20 µM;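 active = activation factor at least 2 at 20 µM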
Target sequence (P05186 whole entry, looked up): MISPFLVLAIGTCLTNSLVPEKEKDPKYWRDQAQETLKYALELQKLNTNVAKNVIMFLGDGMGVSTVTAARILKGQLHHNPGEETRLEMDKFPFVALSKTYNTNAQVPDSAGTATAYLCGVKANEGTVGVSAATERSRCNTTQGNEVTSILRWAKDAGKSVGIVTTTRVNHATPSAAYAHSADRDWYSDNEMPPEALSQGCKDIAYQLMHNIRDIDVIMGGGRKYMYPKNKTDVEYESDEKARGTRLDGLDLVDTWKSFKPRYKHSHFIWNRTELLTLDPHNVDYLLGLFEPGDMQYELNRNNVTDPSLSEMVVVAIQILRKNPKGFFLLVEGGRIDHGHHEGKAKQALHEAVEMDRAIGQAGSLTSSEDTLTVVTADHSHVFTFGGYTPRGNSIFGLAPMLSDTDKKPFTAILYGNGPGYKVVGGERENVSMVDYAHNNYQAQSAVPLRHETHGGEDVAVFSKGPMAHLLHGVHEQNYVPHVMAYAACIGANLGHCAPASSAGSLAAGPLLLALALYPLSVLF
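Measured by: Luminescent substrate turnover signal | Test system: Human TNAP | Input: TNAP 1/800 final | Dosing: 20 µM single point | Schedule: 30 min, room temperature | Controls: EDTA wells as negative control, DMSO wells as positive control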
PPARg SRC-3 ag – agonists of human PPARgamma SRC-3 coactivator recruitment | P37231 | biochemical PPARgamma/SRC-3 coactivator recruitment assay | activation, % at 8 µM | actives 0.26% (n = 200,000) | AID 731; in the data active = activation above about 23%;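 also: 0% = DMSO and 100% = reference agonist; some compounds past the cut are filed as inactive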
Target sequence (P37231 whole entry, looked up): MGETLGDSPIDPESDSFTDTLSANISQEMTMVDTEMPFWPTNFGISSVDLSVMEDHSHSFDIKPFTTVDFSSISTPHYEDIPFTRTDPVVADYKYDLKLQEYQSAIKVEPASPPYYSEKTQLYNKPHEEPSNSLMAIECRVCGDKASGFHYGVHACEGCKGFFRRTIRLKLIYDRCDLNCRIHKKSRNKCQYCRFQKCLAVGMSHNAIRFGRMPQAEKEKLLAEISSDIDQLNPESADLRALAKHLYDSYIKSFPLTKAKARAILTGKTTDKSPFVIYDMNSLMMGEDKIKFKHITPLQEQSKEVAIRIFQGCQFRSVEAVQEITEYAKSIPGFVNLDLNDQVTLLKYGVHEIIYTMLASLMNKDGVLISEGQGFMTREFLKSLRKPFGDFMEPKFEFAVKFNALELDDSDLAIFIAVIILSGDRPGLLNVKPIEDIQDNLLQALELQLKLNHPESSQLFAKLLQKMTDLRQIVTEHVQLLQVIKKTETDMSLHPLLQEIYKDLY
PPARg SRC-2 ag – agonists of SRC-2 recruitment by human PPARgamma. activation, % at 8 µM. actives 0.34% (n = 200,000). AID 1032. P37231. PPARgamma LBD-SRC-2 recruitment, biochemical; in the data active = activation above about 22%;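 also: 0% = vehicle and 100% = reference agonist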
TNAP inh hi DEA – inhibitors of human TNAP at high phosphate acceptor concentration; actives 0.03% (n = 200,000); purified TNAP, CDP-star luminescence, 1 M DEA; inhibition, % at 20 µM; P05186; AID 1135;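 active = over 50% inhibition of tissue-nonspecific alkaline phosphatase at 20 µM in the single-dose screen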;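 also: plate controls were DMSO wells for no effect and EDTA-quenched wells as full inhibition for full effect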
SRC2 TRFRET art – flags TR-FRET format artefacts in PPARgamma SRC-2 recruitment agonist screen. AID 1049. TR-FRET artefact counter-screen; active compounds read high. TR-FRET ratio at 8 µM. actives 0.4% (n = 200,000); in the data active = TR-FRET ratio above about 2000; also: inactives centre near 1500
PPARg SRC1 recr – promotes SRC-1 coactivator recruitment by human PPARgamma. P37231. PPARgamma-SRC-1 coactivator recruitment biochemical assay. activation, % at 8 µM. actives 0.41% (n = 200,000). AID 631; in the data active = activation above about 19%;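 also: 0% = DMSO and 100% = reference agonist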
TNAP inh no acc – blocks human TNAP activity with no phosphate acceptor present | P05186 | purified TNAP, CDP-star luminescence, 30 min | inhibition, % at 20 µM | actives 0.26% (n = 200,000) | AID 1012;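 active = tissue-nonspecific alkaline phosphatase inhibition above about 50% at 20 µM in the single-dose screen, limit read from the data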;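 also: 0% = DMSO negative control and 100% = EDTA positive control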
Efa HMGR inh – E. faecalis class II HMG-CoA reductase inhibition; purified E. faecalis HMGR, NADPH absorbance 340 nm kinetic; inhibition, % at 10 µM; actives 0.41% (n = 190,000);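 active = inhibition above a set limit, the median over all tested compounds plus 3 SD, cut at about 9.5% in these data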;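 also: enzyme runs in reverse so mevalonate oxidation gives rising NADPH absorbance; 0% = complete reaction with DMSO and 100% = background rate lacking mevalonate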
Starred values were filed as active, the others as inactive; . = not tested or not shown.

SMILES | bIAP activator | bIAP inhibitor | TNAP act hi DEA | PPARg SRC-3 ag | PPARg SRC-2 ag | TNAP inh hi DEA | SRC2 TRFRET art | PPARg SRC1 recr | TNAP inh no acc | Efa HMGR inh
COc1ccccc1NC(=O)NCCCl | 1 | 0 | 1 | 2 | -3 | -2 | 1541 | 2 | -12 | -1
CCNC(=O)C(=O)c1c(-c2ccccc2)[nH]c2ccccc12 | 1 | -4 | 1 | 2 | 4 | -1 | 1792 | 7 | -8 | -2
O=C(c1ccc(CN2CCOCC2)cc1)N1CCN(c2cccc(Cl)c2)CC1 | 1 | -1 | 1 | -7 | 2 | 2 | 1556 | 6 | 1 | -2
O=C(Cn1c(O)c(/C=C2\C=Nc3ccccc32)sc1=O)Nc1ccc2c(c1)OCO2 | 0.9 | 10 | 1 | 9 | 9 | 2 | 1728 | -4 | -4 | -7
CCN(Cc1cc2ccccc2[nH]c1=O)C(=O)C(C)C | 0.9 | 10 | 1.1 | 2 | 8 | -6 | 1429 | 6 | -14 | -3
Cc1cc2oc(=O)cc(CSc3nnc(C)n3N)c2cc1C(C)C | 1 | 0 | 1 | 2 | -1 | -5 | 1614 | 2 | -12 | 4
O=C(NN=C1CCCCCC1)c1ccc(Br)o1 | 1.4 | -41 | 1 | 2 | 2 | 3 | 1724 | 10 | 0 | 1
C1CCCN(c2nc3nonc3nc2N2CCCCCC2)CC1 | 1.1 | -10 | 1 | 0 | -4 | 1 | 1516 | -4 | -9 | -4
CCCC(=O)NCCc1cc2cc(C)c(C)cc2[nH]c1=O | 1 | 1 | 1 | -9 | -11 | 0 | 1459 | -1 | 1 | -4
CCOc1cc(/C=C2\N=C3CCCCCN3C2=O)ccc1O | 0.6 | 44 | 0.5 | 5 | 16 | 46 | 1893 | 8 | 40 | 1
Cc1cc(C)cc(N2C(=O)CN(Cc3sccc3C)C2=S)c1 | 0.9 | 7 | 1 | 2 | -2 | 1 | 1492 | 0 | -4 | 1
COc1ccc(OCC(O)COc2ccc(C(=O)O)cc2)cc1 (centres undefined) | 1 | -4 | 1.1 | 10 | 4 | -5 | 1554 | 4 | 2 | -1
O=C(CSc1nc(SCC(=O)NCc2ccccc2)n(-c2ccccc2)n1)NCc1ccccc1 | 1.1 | -7 | 1.1 | -2 | -1 | -10 | 1401 | -4 | -26 | -2
Cc1ccc(C(=O)COC(=O)CNC(=O)c2cccs2)cc1 | 0.8 | 19 | 1.1 | -12 | -2 | -7 | 1437 | -8 | -8 | -3
CCN(CC)C(=O)c1cnn(-c2ccccc2)c1NC(=O)c1cccc(F)c1 | 0.9 | 10 | 1.1 | 2 | -1 | -6 | 1540 | 11 | -4 | -10
O=c1c2cccnc2[nH]c(=S)n1Cc1ccccc1 | 0.9 | 12 | 1 | 2 | 3 | -4 | 1514 | 1 | -2 | -9
COc1ccc(CCNC(=O)c2c(-c3ccccc3Cl)noc2C)cc1 | 0.9 | 9 | 1 | -8 | -8 | -3 | 1535 | 8 | 8 | -8
O=C(Cc1cccs1)N1CCN=C1SCc1ccc(Br)cc1 | 1 | 3 | 1 | 0 | -1 | -4 | 1472 | -3 | -3 | -4
CC(C)NC(=S)N/N=C/c1cccs1 | 0.6 | 44 | 1.1 | 3 | 4 | -8 | 1577 | 7 | -20 | -3
Cc1noc(C)c1C(=O)N1CC(C)OC(C)C1 (centres undefined) | 0.9 | 10 | 1 | 4 | 10 | 0 | 1549 | 5 | -22 | 2
CCc1c(C#N)c(SCc2c(C)noc2C)nc2c1C(=O)CC(C)(C)C2 | 0.9 | 8 | 1 | -1 | 4 | -1 | 1619 | 3 | 0 | -8
COC(=O)c1cc(C(=O)NCCC(C)C)cc([N+](=O)[O-])c1 | 1 | -1 | 1.1 | 1 | 7 | -7 | 1554 | 5 | -13 | -1
O=C(/C=C/c1cccc([N+](=O)[O-])c1)Nc1cccc(NC(=O)c2cccs2)c1 | 0.8 | 24 | 0.9 | 4 | -2 | 6 | 1675 | 2 | -7 | 1
O=C(CSc1ncccn1)NC(=O)NCc1ccccc1 | 0.7 | 30 | 1.1 | 0 | 10 | -7 | 1505 | -1 | -10 | 1
COc1ccc(NC(=S)Nc2ccc(N(C)C(C)=O)cc2)cc1 | 0.9 | 10 | 1 | 7 | 4 | 4 | 1504 | 0 | 3 | 1
O=C(NC1CCCCC1)C(c1ccc(O)cc1)N(CC1CCCO1)C(=O)C1COc2ccccc2O1 (centres undefined) | 1 | 3 | 1 | 3 | 1 | -4 | 1411 | 4 | -1 | -5
O=C(CCN1C(=O)c2ccccc2C1=O)Nc1ccccc1C(=O)N1CCOCC1 | 1 | 5 | 1 | 3 | 10 | -2 | 1611 | 1 | -7 | -5
COCCCn1c(SCC(=O)Nc2cccc(C)n2)nnc1-c1ccco1 | 1.1 | -5 | 1 | -14 | 4 | -3 | 1540 | -8 | -13 | -2
COc1ccc(C(=O)C[n+]2ccc(C)cc2)cc1 | 0.6 | 45 | 1.1 | -4 | -5 | -7 | 1338 | 0 | -11 | 1
COCCNC(=S)N1CCN(Cc2cccc(OC)c2)CC1 | 1 | -3 | 1 | 1 | -4 | -3 | 1456 | 4 | -2 | 3

Filtered by structure, those above with an aryl thioether with sulfur outside any ring.
SMILES | bIAP activator | bIAP inhibitor | TNAP act hi DEA | PPARg SRC-3 ag | PPARg SRC-2 ag | TNAP inh hi DEA | SRC2 TRFRET art | PPARg SRC1 recr | TNAP inh no acc | Efa HMGR inh
Cc1cc2oc(=O)cc(CSc3nnc(C)n3N)c2cc1C(C)C | 1 | 0 | 1 | 2 | -1 | -5 | 1614 | 2 | -12 | 4
O=C(CSc1nc(SCC(=O)NCc2ccccc2)n(-c2ccccc2)n1)NCc1ccccc1 | 1.1 | -7 | 1.1 | -2 | -1 | -10 | 1401 | -4 | -26 | -2
CCc1c(C#N)c(SCc2c(C)noc2C)nc2c1C(=O)CC(C)(C)C2 | 0.9 | 8 | 1 | -1 | 4 | -1 | 1619 | 3 | 0 | -8
O=C(CSc1ncccn1)NC(=O)NCc1ccccc1 | 0.7 | 30 | 1.1 | 0 | 10 | -7 | 1505 | -1 | -10 | 1
COCCCn1c(SCC(=O)Nc2cccc(C)n2)nnc1-c1ccco1 | 1.1 | -5 | 1 | -14 | 4 | -3 | 1540 | -8 | -13 | -2

The list continues:
SMILES | bIAP activator | bIAP inhibitor | TNAP act hi DEA | PPARg SRC-3 ag | PPARg SRC-2 ag | TNAP inh hi DEA | SRC2 TRFRET art | PPARg SRC1 recr | TNAP inh no acc | Efa HMGR inh
CC(C)(C)C(=O)CC(=O)Nc1ccc(Cl)c(N)c1 | 0.9 | 5 | 1 | 7 | 8 | -2 | 1659 | -1 | -9 | -3
O=C(NCCc1c[nH]c2ccccc12)c1cccc(S(=O)(=O)Nc2ccccc2Cl)c1 | 0.7 | 25 | 1 | -1 | -3 | -2 | 1515 | -2 | 1 | -4
CCOC(=O)N1CCN(C2CC(=O)N(c3ccc(C)cc3)C2=O)CC1 (centres undefined) | 1 | 4 | 1 | 6 | 2 | 0 | 1636 | 1 | -7 | -2
COc1ccc(S(=O)(=O)N2CCN(C(=O)COc3ccccc3)CC2)cc1 | 1 | 2 | 1 | 0 | 1 | -4 | 1661 | 2 | -10 | .
Cc1cc2c(=O)[nH]cnc2s1 | 0.9 | 14 | 1 | 8 | -6 | 0 | 1437 | 4 | -4 | -1
Cc1ccc(S(=O)(=O)N2CCCCC2)cc1NC(=O)CSc1nncn1-c1ccccc1 | 1 | -3 | 1 | 3 | 2 | -3 | 1407 | 6 | -11 | 0
CCCn1c(N)c(C(=O)CSc2nc(C)cs2)c(=O)[nH]c1=O | 0.9 | 12 | 1 | -6 | 1 | -3 | 1611 | 8 | 4 | -1
O=C1c2ccccc2S(=O)(=O)N1CC(O)Cn1c2ccccc2c2ccccc21 (centres undefined) | 1 | -4 | 1.1 | 5 | 10 | -5 | 1669 | 9 | -9 | -1
COc1ccc(CC(NC(C)=O)C(=O)N2CCN(C(=O)Nc3ccc(Cl)cc3)CC2)cc1OC (centres undefined) | 1.1 | -12 | 1 | -4 | -4 | -2 | 1582 | 3 | -16 | 1
CCN(CC)CCNC(=O)C(C)c1nn(C)c(=O)c2ccccc12 (centres undefined) | 1 | 3 | 1.1 | -4 | 2 | -5 | 1445 | -1 | -12 | -4
COc1ccc(COc2cc(-c3cccc(OC)c3)nc3ccc(NC(=O)c4ccccc4)cc23)cc1 | 1.1 | -14 | 1 | 3 | 8 | -4 | 1460 | 2 | -1 | -12
O=C(NCCCN1CCCCC1)c1ccc2c(c1)NC(=O)C(N1CCCCC1)S2 (centres undefined) | 1.1 | -7 | 1.1 | -7 | 2 | -7 | 1561 | -5 | -11 | -6
O=C(O)Cn1cnc2ccccc2c1=O | 0.8 | 17 | 1.1 | -6 | 3 | -6 | 1538 | -6 | -1 | -1
Cc1onc(-c2ccccc2Cl)c1C(=O)OCC(=O)Nc1cccc(S(=O)(=O)N2CCOCC2)c1 | 1 | -3 | 1 | 6 | 7 | 0 | 1435 | 0 | 5 | -4
O=C(CSc1nnc(-c2ccccc2Cl)o1)Oc1ccc(Br)cc1 | 0.9 | 6 | 1.1 | 20 | 14 | -6 | 1675 | 15 | -7 | 1
Cc1ccc(S(=O)CCNC(=O)Cc2ccccc2)cc1 (centres undefined) | 1 | -3 | 1 | -3 | 2 | 0 | 1375 | -2 | -5 | -3
O=C(COc1ccc(-n2cnnn2)cc1)N1CCN(c2ccc(F)cc2)CC1 | 1 | -1 | 1.1 | -8 | -7 | -6 | 1422 | 3 | -15 | -5
O=c1c(Cl)c(Nc2cccc(Cl)c2)cnn1-c1nc2ccccc2s1 | 1 | 2 | 1 | 4 | 5 | 4 | 2092* | 9 | -9 | -2
CCOc1ccccc1-c1c2cc(O)c(=O)cc-2oc2cc(O)c(O)cc12 | 1.3 | -29 | 0.8 | 6 | 17 | 17 | 1524 | 4 | 38 | -2
Cc1cc(C(=O)Nc2cccnc2)no1 | 0.9 | 12 | 1 | -3 | 10 | -3 | 1543 | 6 | -9 | 2
O=C(O)C(Cc1c[nH]c2ccccc12)NS(=O)(=O)c1ccc2ccccc2c1 (centres undefined) | 1 | 2 | 1.1 | 0 | 4 | -5 | 1522 | 10 | -11 | -5
O=S(=O)(c1ccc(Cl)cc1)N1CCCC1c1nc2ccccc2s1 (centres undefined) | 1 | 2 | 1 | -6 | 7 | -5 | 1546 | 3 | -10 | -1
CCN(CC)c1ccc(CC(=O)NC(C)Cc2ccccc2)cc1 (centres undefined) | 1 | -1 | 1 | 1 | 10 | -4 | 1573 | 12 | -4 | -7
O=C(Nc1ccc([N+](=O)[O-])cn1)C1CC1 | 0.9 | 5 | 1 | 7 | 9 | -3 | 1645 | 2 | -12 | -2
COc1cc(/C=C2/C(=N)N3C=CSC3=NC2=O)ccc1OCCOc1ccc(NC(C)=O)cc1 | 1.1 | -6 | 1 | 0 | -3 | 2 | 1559 | 7 | -9 | -2
CCCS(=O)(=O)N1CCN(Cc2ccc3c(c2)c2ccccc2n3CC)CC1 | 1 | -4 | 1 | -3 | 2 | 3 | 1514 | 1 | -8 | -2
O=C(N/N=C/c1cn[nH]c1-c1ccccc1)c1ccco1 | 1.1 | -9 | 1 | 3 | -1 | -2 | 1664 | -1 | -1 | -1
CN(C)CCN(C(=O)c1ccccc1Cl)c1nc2c(Cl)cccc2s1 | 0.9 | 11 | 1.1 | 2 | -3 | -7 | 1567 | 0 | 6 | -5
